# bovine MsrA act – activators of bovine methionine sulfoxide reductase A | purified bovine MsrA, absorbance read-out | 0.3% of 360,000 active | activation, % at 10.6 µM | AID 602163; in the data active = activation above about 7.5%;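 note: 0% = vehicle and 100% = reference activator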
# Tb MetRS inh – blocks T. brucei methionyl-tRNA synthetase activity. purified T. brucei MetRS, ATP depletion, Kinase-Glo luminescence. inhibition, % at 11.9 µM. 0.4% of 360,000 active. AID 624268;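 active = inhibition above a per-plate cutoff of the control wells' mean inhibition plus 3 SD, cut at about 5.5% in these data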;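 note: 0% = DMSO wells median and 100% = median of wells with control inhibitor compound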
#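 Dosing: 11.9 µM compound single dose, 0.9% DMSO; Assay system: purified T. brucei MetRS enzyme; Measured by: Kinase-Glo luciferase luminescence reporting remaining unconsumed ATP; Schedule: 15 min plus 2 h at 25 °C.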
# PABP1 MLLE inh – inhibitors of microRNA-mediated deadenylation, human PABP1 MLLE binding. inhibition, % at 20 µM. P11940. AID 588489. GST-MLLE / FITC-PAM2 fluorescence polarization. 0.36% of 360,000 active; in the data active = inhibition above about 35%, passing the limit was not always enough;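 note: plate controls were DMSO wells with GST-MLLE for no effect and wells lacking GST-MLLE protein for full effect; some results filed as inactive read as strong as hits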
# MsrA inh – inhibits bovine methionine sulfoxide reductase A; purified bovine MsrA, absorbance read-out; inhibition, % at 15.5 µM; 0.75% of 360,000 active; AID 651718; in the data active = inhibition above about 4.5%;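 note: 0% = vehicle wells with enzyme and 100% = reference inhibitor wells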
# FAS TE block – blocks the thioesterase domain of human fatty acid synthase; 0.67% of 360,000 active; AID 602261; inhibition, % at 15 µM; P49327; recombinant FAS-TE, OMFH fluorogenic substrate, fluorescence endpoint;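 active = compounds whose normalised, plate-corrected inhibition of enzyme fluorescence in the single-dose primary screen is 50% or more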;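 note: 0% = DMSO with enzyme and 100% = substrate without enzyme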
# eLon inh – inhibitors of E. coli Lon protease. P0A9M0. purified E. coli Lon protease, fluorescence polarization. inhibition, % at 7.94 µM. 0.42% of 360,000 active. AID 602123; in the data active = inhibition above about 13%, passing the limit was not always enough;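 note: 0% = enzyme with probe and DMSO and 100% = no enzyme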
# CSN inh – CSN deneddylation inhibition | Q92905 | Purified CSN, SCF-Nedd8-OG deneddylation, fluorescence polarization | inhibition, % at 12.5 µM | 0.38% of 360,000 active | AID 651999;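 active = pattern-corrected inhibition above about 35%, with an unprinted fluorescence ratio check between 0.5 and 1.5, limit read from the data, passing the limit was not always enough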;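 note: 0% = enzyme with substrate and 100% = substrate without enzyme; some results filed as inactive read as strong as hits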
#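 Material: human Csn5 produced in HEK293T cells; Input: enzyme 0.24 nM; Reagent: SCFSkp2-Nedd8OG substrate at 10 nM final; Dosing: 12.5 µM compound; Incubation: 90 min reaction at room temperature; Detection: fluorescence polarization of the substrate; Evaluation: % inhibition of substrate cleavage by Csn5; Control set: substrate-only high control, full reaction low control.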
# Neddyl block – blocks human cullin neddylation; P61081+Q13564; TR-FRET cullin neddylation, biochemical; calls only at 25 µM; 0.58% of 360,000 active; in the data active = inhibition above about 36%
# Rin1 Abl inh – inhibitors of human Rin1-Abl protein interaction. TR-FRET Rin1/Abl binding, biochemical. inhibition, % at 7.35 µM. 0.4% of 360,000 active; in the data active = inhibition above about 5%, passing the limit was not always enough
# Numbers without * were called inactive; i = inactive; . = not tested or not shown; + = active, no number.
no.	mol	bovine MsrA act	Tb MetRS inh	PABP1 MLLE inh	MsrA inh	FAS TE block
1	CCN1C(=O)C(O)(CC(=O)c2cc(C)ccc2C)c2ccccc21 (stereo not drawn)	-5	-1.5	-4	0.6	-9
2	Cc1cc(=O)[nH]c(N2CCN(c3ccc(Cl)cc3)CC2)n1	1	-0.4	2	-0.5	-3
3	CC1CCCN(C(=O)c2cc3ccccc3cc2O)C1 (stereo not drawn)	-5	-0.3	3	-0.4	-4
4	COc1ccc(N2CCN(C3CCCCC3NS(=O)(=O)c3ccccc3)CC2)cc1 (stereo not drawn)	-1	0.1	-9	0.1	27
5	CC(=O)c1ccc(Nc2ccc(-c3ccccc3F)nn2)cc1	-14	-1.1	-18	3.5	6
6	O=C(N/N=C/c1cc(Br)c(O)c(Br)c1O)c1ccc2c(c1)OCCO2	-5	0.3	-25	4.1	8
7	O=C(CSc1nnc(Cc2cccs2)n1Cc1ccco1)Nc1cccc(Cl)c1	0	0.1	-13	-0.5	16
8	CCCn1nnnc1NCc1ccccc1Cl	-3	-0.6	-4	-0.3	-6
9	COc1ccc(S(=O)(=O)NCC2CCCO2)cc1Cl (stereo not drawn)	-7	-1.3	16	-1.0	-7
10	CC(C)CCNC(=O)C1(C)CCN1Cc1ccc(-c2ccccn2)cc1 (stereo not drawn)	1	-0.3	-5	0.0	-1
11	CN1CCN(CCOc2ccc(Cl)c(Cl)c2)CC1	5	-0.8	-10	-0.6	-10
12	S=C(Nc1cccc(Br)c1)N1CCn2cccc2C1c1cccnc1 (stereo not drawn)	0	4.5	-19	1.1	8

no.	eLon inh	CSN inh	Neddyl block	Rin1 Abl inh
1	-13	-1	i	-1
2	-3	3	i	1
3	-6	-1	i	3
4	17*	-4	i	-2
5	3	-3	i	-1
6	-5	4	i	2
7	-7	4	i	-4
8	4	-1	i	3
9	-3	1	i	1
10	-13	-5	i	4
11	-5	-3	i	3
12	5	7	i	0

# Later entries
no.	mol	bovine MsrA act	Tb MetRS inh	PABP1 MLLE inh	MsrA inh	FAS TE block
13	CC(=O)NC(C)C(=O)OCc1ccc(Cl)cc1Cl (stereo not drawn)	-4	-0.9	6	0.2	-5
14	COc1ccc(OC)c(S(=O)(=O)Nc2ccc3c(c2)C(=O)OC3)c1	-1	-1.3	-7	-1.1	-3
15	CCOCCn1c2ccccc2c2nc3ccccc3nc21	-2	-0.7	3	4.7*	8
16	Cc1ccccc1NC(=S)NCc1ccccc1	-3	0.5	-11	-0.8	-8
17	O=C(NCc1ccc2c(c1)OCO2)c1c(O)c2cccc3c2n(c1=O)CCC3	-13	-1.6	-9	0.2	13
18	S=C(c1cn(Cc2ccccc2)c2ccccc12)N1CCOCC1	-4	0.5	12	-1.3	8
19	O=C(CN(c1ccccc1)S(=O)(=O)c1ccccc1)N1CCOCC1	-1	0.0	8	0.4	-8
20	O=C(N/N=C/C=C/c1ccccc1)c1ccncc1	-1	-0.8	6	8.0*	-4
21	CN(CCc1ccccc1)C(=O)CC1C(=O)NCCN1Cc1ccccn1 (stereo not drawn)	5	-0.2	22	1.3	-5
22	COc1ccccc1S(=O)(=O)Nc1cccc(-c2nnc3n2CCCCC3)c1	-8	-0.8	3	0.2	-10
23	CC(C)NC(=O)C1(C)Cc2c(-c3cccc(C(F)(F)F)c3)ccnc2O1 (stereo not drawn)	-2	-0.2	-6	-0.7	-4
24	COc1ccc(C2CC(c3ccccc3)=NN2c2ccc(Cl)c(C(=O)O)c2)cc1 (stereo not drawn)	-2	-0.3	6	2.5	16

no.	eLon inh	CSN inh	Neddyl block	Rin1 Abl inh
13	-4	-4	i	-2
14	-1	-1	i	-6
15	3	3	+	-4
16	11	-15	i	0
17	12	3	i	0
18	6	7	i	0
19	-1	10	i	5
20	3	-6	i	-2
21	7	6	i	-1
22	1	0	i	4
23	-7	0	i	1
24	5	1	.	0

# 6 of the compounds above, with two lines to a compound:
# Under each structure: bovine MsrA act	Tb MetRS inh	PABP1 MLLE inh	MsrA inh	FAS TE block	eLon inh	CSN inh	Neddyl block	Rin1 Abl inh
14: COc1ccc(OC)c(S(=O)(=O)Nc2ccc3c(c2)C(=O)OC3)c1
    -1	-1.3	-7	-1.1	-3	-1	-1	i	-6
20: O=C(N/N=C/C=C/c1ccccc1)c1ccncc1
    -1	-0.8	6	8.0*	-4	3	-6	i	-2
19: O=C(CN(c1ccccc1)S(=O)(=O)c1ccccc1)N1CCOCC1
    -1	0.0	8	0.4	-8	-1	10	i	5
15: CCOCCn1c2ccccc2c2nc3ccccc3nc21
    -2	-0.7	3	4.7*	8	3	3	+	-4
24: COc1ccc(C2CC(c3ccccc3)=NN2c2ccc(Cl)c(C(=O)O)c2)cc1 (stereo not drawn)
    -2	-0.3	6	2.5	16	5	1	.	0
23: CC(C)NC(=O)C1(C)Cc2c(-c3cccc(C(F)(F)F)c3)ccnc2O1 (stereo not drawn)
    -2	-0.2	-6	-0.7	-4	-7	0	i	1

# Next compounds follow:
no.	mol	bovine MsrA act	Tb MetRS inh	PABP1 MLLE inh	MsrA inh	FAS TE block
25	CCC(C)[C@H](NC(=O)C1CCN(C(=O)[C@H](Cc2ccccc2)NC(=O)OC(C)(C)C)CC1)C(=O)O (stereo partly drawn)	-10	-1.4	14	-1.0	-6
26	Cc1cc(C)cc(C(=O)N2CC(C)SC2=Nc2cccc(S(=O)(=O)N(C)C)c2)c1 (stereo not drawn)	-9	-0.3	-13	-0.2	30
27	O=C(CNC(=O)c1ccc([N+](=O)[O-])cc1)N/N=C\c1ccc(OC(=O)c2ccccc2)cc1	-2	-0.2	-6	0.9	-18
28	O=C(COC(=O)C1=COCCO1)Nc1ccc(Cl)cn1	-2	-0.2	-3	-0.6	-8
29	COC(=O)c1cccc(NC(=O)CSc2nnc(-c3ccco3)o2)c1	-2	-0.6	-4	-0.4	-4
30	Cc1nnc(NC(=O)Nc2ccc(Cl)c(Cl)c2)s1	-1	-0.2	-4	-0.6	1
31	CC(NS(=O)(=O)c1ccccc1Cl)C1CC2CCC1C2 (stereo not drawn)	0	-0.2	24	0.5	12
32	CC(=O)N1CCN(C(=O)C2(NC(=O)Nc3cccc(F)c3)CCCCC2)CC1	-2	-0.8	5	-0.8	-5
33	Cc1ccc(C(=O)C[n+]2ccccc2)cc1	-2	-0.2	-113	-1.1	-7
34	CC(C)C(=O)Nc1ccc(NC(=S)NC(=O)c2cc3ccccc3o2)cc1	-3	-0.3	11	1.3	-4
35	O=C(c1c(F)cccc1F)N(Cc1ccccn1)C1CC1	-2	0.2	0	0.6	-3
36	COc1ccc(NC(=O)CSc2nnnn2-c2ccc(OC)cc2)cc1	-10	-1.4	-16	1.4	-11

no.	eLon inh	CSN inh	Neddyl block	Rin1 Abl inh
25	0	-2	i	4
26	-9	-7	i	3
27	-9	14	i	-4
28	-10	-3	i	-1
29	3	4	i	3
30	6	-6	i	-1
31	0	1	i	0
32	0	-6	i	1
33	10	-4	i	2
34	-5	-1	i	-1
35	-3	-2	i	-1
36	-1	7	i	1

# Taken from above.
# bovine MsrA act result of no. 31 = 0
# MsrA inh result of no. 15 = 4.7*
# bovine MsrA act result of no. 13 = -4
# Rin1 Abl inh result of no. 10 = 4
# PABP1 MLLE inh result of no. 36 = -16
# eLon inh result of no. 19 = -1

# Next structures follow.
no.	mol	bovine MsrA act	Tb MetRS inh	PABP1 MLLE inh	MsrA inh	FAS TE block
37	Cc1ccc(N(C(=O)c2snc(C(N)=O)c2N)C(C(=O)NCC2CCCO2)c2ccc(C)o2)c(C)c1 (stereo not drawn)	1	-0.3	4	-0.6	-1
38	CSCCC(NS(=O)(=O)c1ccccc1)C(=O)Nc1nccs1 (stereo not drawn)	-3	0.2	-3	-0.3	-3
39	CN(c1ccc(C(=O)Nc2ccccc2C(=O)N2CCCC2)cc1)S(C)(=O)=O	-5	-1.4	-4	-0.1	-3
40	COc1ccc(C2CC(C(F)(F)F)n3nc(C(=O)O)c(Br)c3N2)cc1 (stereo not drawn)	-7	0.8	-5	-1.5	-1
41	O=C(O)CNS(=O)(=O)c1cc(Cl)c(Cl)cc1Cl	6	-0.4	15	-0.4	-2
42	Cc1cnc(C(=O)N2CCN(S(=O)(=O)c3ccc(F)c(F)c3F)CC2)cn1	-4	-0.3	-18	1.3	-4
43	COC(=O)c1c(NC(=O)CN2CCC3(O)CCCCC3C2c2ccccc2OC)sc(C)c1C (stereo not drawn)	-7	-0.9	10	2.1	5
44	CC(C)CN(C(=O)COC(=O)c1ccc(Cl)nc1)c1c(N)n(Cc2ccccc2)c(=O)[nH]c1=O	-2	-0.4	20	1.6	-4
45	CCN(CC)S(=O)(=O)c1cccc(C(=O)NNC(=O)c2ccc3[nH]c(=O)c(=O)[nH]c3c2)c1	-5	-0.2	-4	1.6	-4
46	O=C(c1ccc(F)cc1)C1CCN(C(=O)c2ccc(F)cc2)CC1	-2	0.4	-3	0.1	1
47	CC1=C(C(=O)OCc2ccccc2)C(c2cccnc2)n2nnnc2N1 (stereo not drawn)	-4	-0.1	-4	3.4	-6
48	CCOC(=O)c1[nH]c2ccccc2c1NC(=O)c1ccc(S(=O)(=O)N2CCCC2)cc1	-2	-0.4	7	0.9	4

no.	eLon inh	CSN inh	Neddyl block	Rin1 Abl inh
37	-4	0	.	-1
38	-27	-6	i	2
39	4	0	i	2
40	3	1	i	0
41	6	0	i	-2
42	7	4	i	2
43	5	-8	i	2
44	-8	2	i	4
45	-4	-5	i	-4
46	3	-7	i	-2
47	-4	-1	i	1
48	-6	-1	i	-1

# Next section:
no.	mol	bovine MsrA act	Tb MetRS inh	PABP1 MLLE inh	MsrA inh	FAS TE block
49	O=C(COc1cccnc1[N+](=O)[O-])Nc1ccc(Cl)cc1F	-4	-0.1	0	1.6	12
50	COc1ccccc1-n1cnc2cc(C(=O)NCCCN3CCOCC3)ccc21	-6	-1.5	7	-1.1	-8
51	COc1cc(OC)c(C(=O)C=Cc2ccc(OC)c(OC)c2)c(OC)c1	-18	-0.5	5	4.1	-8
52	Cc1cccc(C)c1NC(=O)N1CCC(c2nc3ccccc3o2)CC1	-2	-0.8	-1	1.4	-6
53	Cc1ccc(OCc2cc(C(=O)N(C)Cc3cnc4ccccn34)no2)cc1C	-4	0.4	1	0.9	-10
54	Cc1ccccc1-c1nc(CS(=O)(=O)CC(=O)NCc2ccc(F)cc2)c(C)o1	0	-0.2	-5	-0.5	14

no.	eLon inh	CSN inh	Neddyl block	Rin1 Abl inh
49	5	2	i	3
50	-7	0	i	0
51	2	5	i	2
52	-7	2	i	0
53	-6	1	i	4
54	-1	1	i	-2

# Ordered by molecular weight (highest first): part of the list above
no.	mol	bovine MsrA act	Tb MetRS inh	PABP1 MLLE inh	MsrA inh	FAS TE block
54	Cc1ccccc1-c1nc(CS(=O)(=O)CC(=O)NCc2ccc(F)cc2)c(C)o1	0	-0.2	-5	-0.5	14
53	Cc1ccc(OCc2cc(C(=O)N(C)Cc3cnc4ccccn34)no2)cc1C	-4	0.4	1	0.9	-10
52	Cc1cccc(C)c1NC(=O)N1CCC(c2nc3ccccc3o2)CC1	-2	-0.8	-1	1.4	-6
49	O=C(COc1cccnc1[N+](=O)[O-])Nc1ccc(Cl)cc1F	-4	-0.1	0	1.6	12

no.	eLon inh	CSN inh	Neddyl block	Rin1 Abl inh
54	-1	1	i	-2
53	-6	1	i	4
52	-7	2	i	0
49	5	2	i	3
